Assay outcomes deposited in PubChem BioAssay by Broad Institute.
SIRT5 inh – SIRT5 desuccinylase inhibitors, primary screen, biochemical, fluorescence imaging, single point, set 5 | NAD-dependent protein deacylase sirtuin-5, mitochondrial (Homo sapiens), Q9NXA8 | Purified SirT5, succinyl-peptide AMC, trypsin-coupled fluorescence | inhibition, % at 15 µM | hit rate 1.1% among 330,000 | AID 652115, 2013; in the data active = inhibition above about 15%; inconclusive = no clear call, values can overlap the other calls
S100A4 MyoIIA – inhibitors of S100A4-myosin IIA peptide binding, primary screen, biochemical, fluorescence polarization, TAMRA-MyoIIA peptide | AID 652163, 2013 | hit rate 0.14% among 360,000 | inhibition, % at 10.7 µM | Protein S100-A4 (Homo sapiens), P26447;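 active = mean inhibition of at least 70% across replicates, with every replicate also reaching that level; inconclusive = mean inhibition reaches 70% but some replicates fall short; inactive = mean inhibition below 70%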
Target sequence (P26447 whole entry, looked up): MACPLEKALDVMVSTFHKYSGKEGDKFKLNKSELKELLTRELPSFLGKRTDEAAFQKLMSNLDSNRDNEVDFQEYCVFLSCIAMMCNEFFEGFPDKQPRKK
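Assay system: human S100A4 monomer with TAMRA-labelled myosin IIA peptide / Buffer or medium: Calcium-containing HEPES buffer, pH 7.2 / Reagent: TAMRA-labelled myosin IIA heavy-chain peptide probe, 5 nM / Compound: one dose per compound / Timing: polarization read 5 min after assay mix addition, stable 5–60 min / Benchmarks: neutral control DMSO, positive control TFP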
DENV2 CPE rescue – inhibitors of DENV2 cytopathic effect, primary screen, cell-based, plate reader, single concentration; DENV2-infected cells, cytopathic effect rescue; CPE inhibition, % at 9.99 µM; hit rate 1.7% among 350,000; in the data active = CPE inhibition above about 20%, passing the limit was not always enough; inconclusive = no clear call, values can overlap the other calls; tested in BHK-21 cells;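 also: 0% = median of neutral control wells and 100% = median of positive control wells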
Statin myotox sup – suppressors of statin myotoxicity in C2C12 myotubes, primary screen, cell-based, single point, plate reader | rescue of ATP level, % at 7.49 µM | hit rate 0.78% among 330,000 | C2C12 myotubes + simvastatin, ATP luminescence, 48 h; scaled: DMSO 0, geranylgeraniol control 100 | AID 602340, 2012;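 active = mean ATP rescue above about 67%, or every replicate alone reaching that limit, limit read from the data, passing the limit was not always enough; inconclusive = no clear call, values can overlap the other calls; inactive = mean under the limit and some replicate under it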;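 also: myotubes were challenged with 10 µM simvastatin during compound exposure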
ERp5 block – inhibitors of ERp5-driven insulin aggregation, primary screen, biochemical, turbidity, absorbance 650 nm, single point; Protein disulfide-isomerase A6 (Homo sapiens), Q15084; 90 min; inhibition, % at 9.99 µM; hit rate 0.05% among 350,000;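 active = mean replicate inhibition above about 25%, with every replicate also reaching it, limit read from the data, passing the limit was not always enough; inconclusive = only one of those two criteria met; inactive = neither criterion met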
E-selectin induc – E-selectin induction in HUVECs, primary screen, imaging, HUVEC, immunofluorescence imaging, single point; P16581; normalized: neutral wells 0, TNF-alpha wells 100; activation, % at 7.58 µM; hit rate 0.37% among 260,000; AID 686992, 2013;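 active = mean E-selectin-positive cell signal at least 10% of the positive control, reached in at least 60% of replicates, without over 20% cell loss; inconclusive = no rule given, readout overlaps actives, possibly toxicity-flagged; inactive = the rest, including those meeting only one limit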;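 also: in these data hits start at about 27%; measured in HUVEC primary endothelial cells; signal is the percent of cells scored E-selectin positive by PE staining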
Target sequence (P16581 whole entry, looked up): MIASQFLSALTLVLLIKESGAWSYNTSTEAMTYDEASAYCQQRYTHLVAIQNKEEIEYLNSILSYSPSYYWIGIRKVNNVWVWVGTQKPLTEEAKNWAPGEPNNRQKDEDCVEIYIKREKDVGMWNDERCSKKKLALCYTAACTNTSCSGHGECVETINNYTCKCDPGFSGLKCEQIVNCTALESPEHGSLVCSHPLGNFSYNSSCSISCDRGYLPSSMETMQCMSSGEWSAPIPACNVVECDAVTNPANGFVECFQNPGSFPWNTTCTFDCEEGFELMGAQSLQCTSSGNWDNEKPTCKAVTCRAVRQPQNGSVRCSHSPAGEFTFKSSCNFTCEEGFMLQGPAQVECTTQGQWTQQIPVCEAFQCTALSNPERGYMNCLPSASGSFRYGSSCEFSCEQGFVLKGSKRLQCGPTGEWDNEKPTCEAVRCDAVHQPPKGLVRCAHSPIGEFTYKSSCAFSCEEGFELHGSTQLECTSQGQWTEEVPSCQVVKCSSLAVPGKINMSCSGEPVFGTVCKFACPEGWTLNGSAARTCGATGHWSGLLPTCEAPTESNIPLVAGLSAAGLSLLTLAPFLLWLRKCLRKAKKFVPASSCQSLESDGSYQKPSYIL
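material = human umbilical vein endothelial cells (HUVEC), E-selectin induction | quantity = 3,000 cells/well | medium = EGM-2 growth medium on 0.1% gelatin-coated wells | technique = immunofluorescence imaging | read-out basis = % PE-positive cells | control set = TNF-alpha positive control, DMSO neutral control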
PglD DTNB – C. jejuni PglD acetyltransferase inhibitors, primary screen, biochemical, DTNB colorimetric, single point; purified PglD enzyme, DTNB colorimetric CoA detection; inhibition, % at 12.5 µM; UDP-N-acetylbacillosamine N-acetyltransferase PglD (Campylobacter jejuni); hit rate 0.098% among 360,000; in the data active = inhibition above about 16%, passing the limit was not always enough; inconclusive = no clear call, values can overlap the other calls; also: strong numbers were not always called active
* marks the source's active call; other numbers are inactive results; ? = inconclusive; · = not tested or not shown. These rows are one share of the data (hit frequency here may not be typical).

SMILES	SIRT5 inh	S100A4 MyoIIA	DENV2 CPE rescue	Statin myotox sup	ERp5 block	E-selectin induc	PglD DTNB
Cc1noc(C)c1S(=O)(=O)Nc1ccc2c(c1)C(=O)N([C@@H](C)CO)C[C@H](C)[C@H](CN(C)C(=O)c1ccncc1)OCCCC[C@H](C)O2	-1	-6	5	·	5	-0.2	-1
CO[C@@H]1CN(C)C(=O)c2ccc(NC(=O)NC(C)C)cc2OC[C@H](C)N(CC2CC2)C[C@@H]1C	3	-1	8	10	1	-0.3	5
COc1ccc(S(=O)(=O)N(C)C[C@H]2OCCCC[C@H](C)Oc3ccc(NS(=O)(=O)c4c(C)noc4C)cc3C(=O)N([C@H](C)CO)C[C@H]2C)cc1	8	-11	?	·	2	-0.1	2
CN(CC(=O)Nc1ccccc1Br)C(=O)CNC(=O)C1CCCCC1	-1	-1	1	5	1	?	-4
O=[N+]([O-])c1ccc(Cl)cc1P(=O)(O)c1cc(Cl)ccc1[N+](=O)[O-]	0	-2	3	·	5	-0.3	·
COc1ccc(O)c(CN2CCC(n3nccc3NC(=O)C3CCCC3)CC2)c1	0	6	-5	-2	3	-0.6	5
COc1ccc(C(=O)NCCc2nnc3ccc(SCC(=O)NCc4ccc(F)cc4)nn23)cc1	4	-1	1	-10	6	0.2	-8
COCC#Cc1cnc2c(c1)C(=O)N([C@H](C)CO)C[C@@H](C)[C@@H](CN(C)Cc1ccc(F)cc1)O2	1	-2	3	-9	3	0.6	1
O=[N+]([O-])c1ccc(-c2csc(NN=C3CCCC3)n2)cc1	-1	1	1	18	10	-0.8	0
CC(=C1SC(=S)NC1=O)c1ccc(Cl)c(O)c1	·	-4	0	·	3	0.0	·
CC(=O)N(C)C[C@@H]1Oc2ncc(-c3cccnc3)cc2C(=O)N([C@@H](C)CO)C[C@H]1C	-6	12	11	-5	-3	-0.4	3
CNC[C@H]1Oc2ccc(NC(=O)Nc3ccc4c(c3)OCO4)cc2CC(=O)N([C@@H](C)CO)C[C@H]1C	-1	·	·	15	-3	·	-3
CS(=O)(=O)c1ccc(NC(=O)c2cccc(-n3cnnn3)c2)cc1	-6	1	-3	-4	-5	·	-5
O=C(c1ccc2c(c1)OCO2)N1CC(=O)N2[C@H](CO)[C@@H](c3ccc(C#CC4CCCC4)cc3)[C@H]2C1	0	0	3	·	-2	-0.5	·
CC1(C)CC(Cc2ccc(Cl)nc2)N(C(=O)OC(C)(C)C)C1 (configuration not stated)	·	1	0	-2	-2	-0.3	0
O=C(COC(=O)CCc1c[nH]c2ccccc12)NCCc1ccccc1	2	14	3	31	3	1.5	3
COc1ccc(C(=O)Nc2ccc(S(=O)(=O)N(C)c3ccccc3)cc2)cc1	0	2	-7	·	3	0.0	·
CN(C)S(=O)(=O)c1ccc(Cl)c(C(=O)NNC(=O)Cc2nc3ccccc3n2C)c1	0	-4	-3	3	-18	·	-2
O=C(c1cccs1)N1CCN(c2nnc(-c3ccccc3)c3ccccc23)CC1	1	9	·	·	4	·	·
C[C@@H]1CCCCO[C@@H](CN(C)Cc2ccc3c(c2)OCO3)[C@H](C)CN([C@@H](C)CO)C(=O)c2cc(NC(=O)Nc3ccccc3)ccc2O1	-2	4	15	·	-8	0.3	-3

Entries listed so far containing fluorine, in the order listed:
SMILES	SIRT5 inh	S100A4 MyoIIA	DENV2 CPE rescue	Statin myotox sup	ERp5 block	E-selectin induc	PglD DTNB
COc1ccc(C(=O)NCCc2nnc3ccc(SCC(=O)NCc4ccc(F)cc4)nn23)cc1	4	-1	1	-10	6	0.2	-8
COCC#Cc1cnc2c(c1)C(=O)N([C@H](C)CO)C[C@@H](C)[C@@H](CN(C)Cc1ccc(F)cc1)O2	1	-2	3	-9	3	0.6	1

(next part)
SMILES	SIRT5 inh	S100A4 MyoIIA	DENV2 CPE rescue	Statin myotox sup	ERp5 block	E-selectin induc	PglD DTNB
Cc1cc(N2CC(C(=O)NCc3cccnc3)CC2=O)ccc1C(C)C (configuration not stated)	-5	-4	0	1	1	1.9	-14
Cc1noc(C)c1NC(=O)Nc1ccc2c(c1)CC(=O)N([C@@H](C)CO)C[C@@H](C)[C@H](CN(C)C(=O)Nc1ccc3c(c1)OCO3)O2	5	-7	?	-10	-1	-0.1	4
CN(C)CCCN1C(=O)c2cccc3cccc(c23)C1=O	-7	-5	-3	26	4	·	-1
Cc1cccc(/C=N/NC(=O)c2cccc([N+](=O)[O-])c2)n1	-1	3	4	·	-3	·	·
COc1ccc(NC(=O)/C(C#N)=C\c2ccc(-c3cc(C(=O)O)ccc3C)o2)cc1	-1	-4	13	2	0	·	-23
OCc1c[nH]c2ccccc12	0	-3	2	2	-1	?	-3
CSc1ccccc1C(=O)Nc1cccc(C(C)O)c1 (configuration not stated)	-4	-3	0	59	-7	·	-2
Cc1nn(-c2ccc(Cl)cn2)c2c1C(=O)CC(C)(C)C2Br (configuration not stated)	3	-3	9	12	-4	·	4
Cc1ccc(NC(=O)CN(C)C(=O)COC(=O)c2ccc(Cl)cc2O)cc1	-6	1	-3	11	-23	·	1
C[C@@H]1CN([C@H](C)CO)C(=O)c2cc(NS(=O)(=O)c3ccc(F)cc3)ccc2O[C@@H](C)CCCCO[C@@H]1CN(C)C(=O)CCC(F)(F)F	4	-3	7	·	6	·	-3
O=C(c1cnccn1)N1CC[C@@H]2[C@@H](CO)Nc3ccc(-c4cccc(F)c4)cc3[C@@H]21	6	12	-5	13	1	5.8	-3
COC(=O)[C@]12CCCCC=C1N(CCC1=CCCCC1)C(=O)[C@H](CC(=O)NCc1ccc(OC)c(OC)c1)C2	-1	-1	4	·	-6	-0.1	·
COc1ccc(/C=C2\Sc3ccc(C(=O)N4CCOCC4)cc3N(C)C2=O)cc1	0	-1	16	-24	4	0.5	-3
CCOC(=O)Cc1csc(NC(=O)COc2ccc3c(c2)CCC3)n1	-2	-14	-5	7	5	0.4	-3

Record cards (already shown):
`COC(=O)[C@]12CCCCC=C1N(CCC1=CCCCC1)C(=O)[C@H](CC(=O)NCc1ccc(OC)c(OC)c1)C2` is listed as SIRT5 inh = -1; S100A4 MyoIIA = -1; DENV2 CPE rescue = 4; Statin myotox sup = ·; ERp5 block = -6; E-selectin induc = -0.1; PglD DTNB = ·
`CN(C)CCCN1C(=O)c2cccc3cccc(c23)C1=O` is listed as SIRT5 inh = -7; S100A4 MyoIIA = -5; DENV2 CPE rescue = -3; Statin myotox sup = 26; ERp5 block = 4; E-selectin induc = ·; PglD DTNB = -1
